# GSIS activator: GLuc luminescence reporter in INS-1E cells, primary screen for activators of glucose-dependent secretion of insulin. INS-1E GLuc reporter insulin secretion, 2-3 h. activation, % at 16.6 µM. hit rate 0.61% among 370,000. AID 743287;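 active means lowest replicate activation of at least 40%, so every replicate reaches that level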;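 further: 0% = median of neutral control wells and 100% = median of IBMX positive control wells; some compounds called inactive have numbers as strong as hits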
# DENV2 CPE rescue: protects cells from dengue virus 2 cytopathic effect. CPE inhibition, % at 9.99 µM. AID 651640. hit rate 1.7% among 350,000. DENV2-infected cells, cytopathic effect rescue, plate reader; in the data active means CPE inhibition above about 20%, passing the limit was not always enough; inconclusive means no clear call, values can overlap the other calls; tested in BHK-21 cells;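 further: 0% = median of neutral control wells and 100% = median of positive control wells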
# miR122 inh: miR-122 inhibition in Huh7 cells; AID 602342; Huh7 miR-122 Renilla luciferase sensor, 48 h; neutral wells = 0, positive control = 100; activation (reporter increase), % at 12.5 µM; hit rate 0.3% among 340,000;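 active means mean replicate activation score at least 90 and every replicate individually at or above 90; inconclusive means only one of the two criteria met; inactive means neither criterion met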;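 further: higher luciferase means less miR-122 activity so hits act as miR-122 inhibitors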
# EWS-Fli block: blocks EWS/Fli oncoprotein-driven transcription; inhibition, % at 12.6 µM; AID 651661; hit rate 0.67% among 350,000; A673 NR0B1-luciferase reporter, viability-normalised;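 active means mean inhibition of at least 50% after viability correction, with every replicate also passing that limit; inconclusive means mean reaches 50% but only one of two replicates passes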;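 further: firefly luciferase signal divided by Alamar Blue viability fluorescence both relative to DMSO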
# FN deposition inh: fibronectin deposition inhibition | inhibition, % at 12.6 µM | AID 743247 | AH1F fibroblasts, Alexa488-fibronectin deposition fluorescence, overnight | hit rate 0.086% among 350,000;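 active means mean inhibition across replicates of 30% or more, regardless of how many single replicates reach that level; inconclusive means mean under 30% yet at least half of replicates reach 30%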;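 further: positive control wells lacked labelled fibronectin entirely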
#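 material = AH1F fibroblast monolayer depositing Alexa488-labelled fibronectin into matrix | amount = 10000 AH1F cells/well | buffer or medium = DMEM plus 2% serum, read in PBS | incubation = 1 h cell adhesion before compound, then overnight fibronectin incubation | detection = fluorescence at 485 nm excitation, 525 nm emission | evaluation = percent inhibition as loss of matrix-bound fibronectin fluorescence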
# PAX8 inh HTS: PAX8 transcriptional activity inhibition; inhibition, % at 12.6 µM; AID 652154; RMG-I TPO-luciferase reporter, SteadyGlo, 24 h; hit rate 1.2% among 360,000;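 active means mean replicate inhibition at least 60% with every replicate also reaching 60%; inconclusive means only one of the two criteria is met; inactive means mean below 60% and not all replicates reaching 60%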;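 further: luciferase light reporting Pax8 driven TPO promoter activity; plate controls were median of neutral control wells for no effect and mitoxantrone controls for full effect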
# F508del corr: correctors of CFTR F508del function in bronchial epithelial cells. hit rate 0.36% among 350,000. activity (quench increase), % at 7.58 µM. AID 720511. CFBE cells, YFP halide quenching; stimulated with forskolin plus potentiator P3; % fluorescence drop versus neutral controls;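 active means mean added fluorescence quench of at least 8% versus neutral control, with both replicates also reaching 8%; inconclusive means only one of the mean or replicate conditions met; inactive means mean below 8% and not both replicates reaching 8%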;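 further: cells transiently co-express mutant CFTR-F508del with the halide-sensitive YFP; corrector assay measuring rescue of mutant channel to the surface after 24 h compound exposure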
# Starred values were filed as active, the others as inactive; ? = inconclusive; . = not tested or not shown; [ ] = remark or other dose.
SMILES,GSIS activator,DENV2 CPE rescue,miR122 inh,EWS-Fli block,FN deposition inh,PAX8 inh HTS,F508del corr
CCc1cc2c(Nc3ccc(O)cc3)nc(C)nc2s1,5,20,1,8,3,0,0.5
CC(=O)c1c(C)[nH]c(C(=O)NCc2ccc(Cl)cc2)c1C,-17,7,5,-2,4,0,-0.6
Cc1ccc(C)c(SCC(=O)NC(=O)Nc2ccc3c(c2)OCCO3)c1,-25,.,.,1,.,15,.
C[C@@H]1CN([C@@H](C)CO)C(=O)c2ccccc2-c2ccccc2CO[C@@H]1CN(C)S(=O)(=O)c1ccc(F)cc1,-18,-1,.,-4,8,.,-3.9
O=C(CN1C(=O)C(=O)c2ccccc21)NCCc1ccccc1,-19,.,-2,17,-7,21,-1.5
Cc1noc(C)c1NC(=O)Nc1ccc2c(c1)CC(=O)N([C@@H](C)CO)C[C@H](C)[C@@H](CN(C)Cc1ccc(Oc3ccccc3)cc1)O2,4,-6,-6[16.7 µM],-3,.,0,-3.9
CCCCCCN1C[C@@H](O)[C@H](n2cc(COC(=O)c3ccccc3)nn2)C[C@@H]1c1ccc(Cl)cc1,5,5,-2,-8,-5,-20,-2.4
COc1ccc([C@H]2CC(=O)C=C(c3cc(C(F)(F)F)cc(C(F)(F)F)c3)C2)cc1,4,-12,1,2,-18,7,1.3
C=C[C@@H](CO)NS(=O)(=O)c1ccc(Br)cc1,.,-8,.,-4,.,-34,1.0
Cc1cc(-c2ccc(S(=O)(=O)N(C)c3ccc(C)c(C)c3)s2)on1,4,2,.,.,13,15,-0.4
CCOc1ccccc1C1N(c2ccc(OC)cc2)C(=O)C2CCCN21 (centres undefined),13,1,-3,4,5,7,0.3
CC(O)CNc1nc2sc3c(c2c(=O)n1CCc1ccccc1)CCCCC3 (centres undefined),-12,-2,.,-23,5,-19,-0.9
Cc1cccc(Cn2c(SCCN3CCOCC3)nc3c2c(=O)n(C)c(=O)n3C)c1,.,1,1,3,6,11,7.8
COCC(=O)N1C[C@H](C)[C@H](OC)CN(C)C(=O)c2cc(NC(=O)c3ccc(OC)cc3)ccc2OC[C@@H]1C,-5,12,-4[16.7 µM],-5,-9,2,0.2
C[C@H](CO)N1C[C@H](C)[C@@H](CN(C)Cc2ccc(-c3ccccc3)cc2)Oc2ccc(NC(=O)Nc3cccc4ccccc34)cc2C1=O,13,-6,-14[16.7 µM],-2,.,.,3.8
CC(C)(C)S(=O)(=O)N1C[C@@H]2CC(=O)C=C2[C@H]1CCO,.,-16,.,-8,-5,-4,4.7
C[C@H]1COc2cc(N3CCC[C@H]3CO)ccc2S(=O)(=O)N1,26,1,.,9,-1,-16,-3.2
C[C@@H]1CN([C@@H](C)CO)C(=O)Cc2cc(NC(=O)c3ccncc3)ccc2O[C@@H]1CN(C)Cc1ccc(C(=O)Nc2ccccc2N)cc1,8,9,.,46,.,0,-4.0
CN1C(=O)c2cc(NC(=O)c3cnccn3)ccc2OC[C@H]2O[C@H](CC(=O)NCC3CC3)CC[C@H]21,-1,14,.,-5,-12,5,1.2
CCCN(C(=O)c1cc(Cl)nc2ccccc12)c1c(N)n(Cc2ccccc2)c(=O)[nH]c1=O,-1,12,-7,0,3,1,-3.8
S=C(NCCCN1CCN(CCCNC(=S)NC2CCCCC2)CC1)NC1CCCCC1,-26,-6,.,19,-8,.,-2.6
OC1=C(O)c2nc3ccccc3nc21,6,-1,-3,3,.,.,1.9
O=C(COC(=O)Cc1ccccc1F)Nc1cccc(F)c1,-10,-2,.,-1,2,-13,-2.2
CCOC(=O)c1ccc(NC(=O)CSc2ccc(-c3ccccn3)nn2)cc1,19,3,0,.,3,-17,0.7
Cc1[nH]c2ccccc2c1C(=O)C(=O)NCC1CCCO1 (centres undefined),-12,.,.,0,.,6,-0.8
O=[N+]([O-])c1ccc(O)c(C=NN2CCCCC2)c1,8,5,.,4,13,-6,2.3
O=C(NCCCn1ccnc1)c1cc2c(s1)CCCC2,9,0,.,6,.,-9,2.9
O=C(CCCNS(=O)(=O)c1cccc2nsnc12)NCc1ccccc1,.,.,-8,.,4,1,.
CCOc1ccc(C2NC(=O)NC(C)=C2[N+](=O)[O-])cc1OC (centres undefined),24,-5,8,-11,5,1,3.8
O=C(NC(=S)Nc1ccc(N2CCOCC2)cc1)c1cncc(Br)c1,2,.,.,.,-5,-15,.
C[C@@H]1CCCCO[C@H](CN(C)C(=O)Nc2ccccc2)[C@H](C)CN([C@H](C)CO)C(=O)c2cc(NC(=O)c3ccccc3)ccc2O1,-12,12,-2[16.7 µM],10,15,-38,-0.3
COc1cccc(-c2nc3ccccc3c(=O)n2NC(=O)c2cccnc2Cl)c1,2,-1,-1,8,5,11,4.3
Nc1c2nc(-c3ccccc3Cl)[nH]c(=O)c2nc(=O)n1-c1ccccc1,3,12,-3,-16,4,-25,-2.3
CCC1=NN2C(=N)/C(=C\c3cccn3-c3cccc(Cl)c3)C(=O)N=C2S1,-17,-7,.,9,-7,7,.
CN1c2ccc(-c3ccc(F)cc3)cc2[C@H]2[C@H](CCN2C(=O)c2ccc(F)cc2)[C@@H]1CO,-42,-17,.,-13,7,.,-2.6
CC(C)C(NS(=O)(=O)c1ccccc1)C(=O)N1CCN(C(=O)c2ccco2)CC1 (centres undefined),25,?,.,.,4,-11,2.1
COc1cccc(CN=C2Nc3ccccc3CS2)c1,1,0,.,-41,.,-51,.
COc1cccc(N(CC(=O)NCCSc2ccccn2)S(=O)(=O)c2ccccc2)c1,-17,6,8,3,-2,3,0.7
Cc1ccc(S(=O)(=O)N2CCN(C(C)C)CC2)cc1,3,-2,-3,-7,-2,5,1.6
CN(CC(=O)Oc1ccc(-c2nnco2)cc1)S(=O)(=O)c1ccc(F)cc1,16,8,-7,-3,-3,-10,1.6
C[C@@H]1CN([C@@H](C)CO)C(=O)c2cccc(NC(=O)c3ccc(-c4nccs4)cc3)c2O[C@H]1CN(C)C(=O)NC1CCCCC1,4,-10,-4[16.7 µM],12,-2,.,0.6
C[C@@H]1CCCCO[C@@H](CN(C)S(C)(=O)=O)[C@@H](C)CN([C@@H](C)CO)C(=O)c2cc(NS(=O)(=O)c3ccc(Cl)cc3)ccc2O1,0,-10,4[16.7 µM],-16,-5,-5,-0.4
O=C(O)CCCC(=O)N1CCc2cc(S(=O)(=O)NCc3ccccc3)ccc21,1,3,.,-9,-11,-8,-0.1
CN(C)CCCN(C(=O)c1ccc(S(=O)(=O)N(C)Cc2ccccc2)cc1)c1nc2c(F)cccc2s1,-19,15,-3,8,8,5,-0.2
O=c1c(C/C=C/c2ccccc2)c(O)nc2n1CCCS2,.,.,-6,.,2,-6,.
Cn1c(=O)c(=O)n(C)c2cc(N3CCCC3)c(NS(=O)(=O)c3ccc(Cl)cc3)cc21,-13,-9,-1,2,6,19,0.9
COc1ccccc1NC(=O)CSc1ccc2nnc(CCNC(=O)c3ccccc3)n2n1,1,?,.,.,4,10,-0.2
CCN(C(=O)COC(=O)Cc1c[nH]c2ccccc12)C1CCS(=O)(=O)C1 (centres undefined),12,-8,0,10,-6,10,-0.7
COc1ccccc1S(=O)(=O)N(C)C[C@@H]1OCc2cn(nn2)CCCC(=O)N([C@@H](C)CO)C[C@@H]1C,2,12,4[16.7 µM],2,8,.,-0.5
O=S(=O)(Nc1ccc(N2CCOCC2)cc1)c1ccc(F)cc1,-7,7,.,-10,3,9,-1.4
COC(=O)C1=CN(Cc2ccc(OC)c(OC)c2)C=C(C(=O)OC)C1c1cccc(O)c1,15,3,-9,1,-5,3,4.0
CCN(Cc1ccccc1)S(=O)(=O)c1cc(C(=O)NCC2CCCCC2)ccc1OC,-14,-15,.,25,-3,30,-2.7
CC(C)NC(=O)N[C@@H]1CC[C@@H](CCNS(=O)(=O)c2ccc(F)cc2)O[C@H]1CO,19,11,.,3,.,10,-2.5
CCC(CC)C(=O)OCC(=O)Nc1cc(OC)c([N+](=O)[O-])cc1C,11,.,.,.,-5,-8,.
Cc1cccc(CC(=O)NCCN2CCOCC2)c1,17,0,-8,6,5,6,0.4
Cc1cc(C(=O)COC(=O)c2ccc3c(c2)NC(=O)CS3)c(C)n1CCc1ccc(Cl)cc1,12,-2,4,-2,.,5,.
CC(C)NC(=O)N(C)C[C@@H]1Oc2cc(C#CC(C)(C)O)ccc2S(=O)(=O)N([C@@H](C)CO)C[C@H]1C,2,-5,-1[16.7 µM],-6,-5,.,0.3
CCOC(=O)c1c(C)nc2c(c1C)/C(=N/O)CC(C)(C)C2,15,1,0,-1,.,.,2.0
O=[N+]([O-])c1cccc(CN2CCN(c3cccc4[nH]ccc34)CC2)c1,-2,-4,0,-10,5,18,3.3
COc1ccc([Si](C)(C)[C@H]2[C@H](CCn3cc(CCO)nn3)O[C@@]3(C(=O)N(Cc4cccc(N5CCC5=O)c4)c4ccccc43)[C@@H]2C)cc1,.,-13,.,4,.,13,-0.4

# Exported as labelled records: 3 of the compounds above.
CCOC(=O)c1c(C)nc2c(c1C)/C(=N/O)CC(C)(C)C2
- GSIS activator = 15
- DENV2 CPE rescue = 1
- miR122 inh = 0
- EWS-Fli block = -1
- FN deposition inh = .
- PAX8 inh HTS = .
- F508del corr = 2.0

COC(=O)C1=CN(Cc2ccc(OC)c(OC)c2)C=C(C(=O)OC)C1c1cccc(O)c1
- GSIS activator = 15
- DENV2 CPE rescue = 3
- miR122 inh = -9
- EWS-Fli block = 1
- FN deposition inh = -5
- PAX8 inh HTS = 3
- F508del corr = 4.0

COc1ccc([Si](C)(C)[C@H]2[C@H](CCn3cc(CCO)nn3)O[C@@]3(C(=O)N(Cc4cccc(N5CCC5=O)c4)c4ccccc43)[C@@H]2C)cc1
- GSIS activator = .
- DENV2 CPE rescue = -13
- miR122 inh = .
- EWS-Fli block = 4
- FN deposition inh = .
- PAX8 inh HTS = 13
- F508del corr = -0.4

# More entries.
SMILES,GSIS activator,DENV2 CPE rescue,miR122 inh,EWS-Fli block,FN deposition inh,PAX8 inh HTS,F508del corr
O=C(Cc1ccccc1)NC1(O)C(=O)c2ccccc2C1=O,15,1,-3,4,-5,19,-1.1
CC1CC(C)CN(CCC(=O)Nc2ccc(Br)cc2)C1 (centres undefined),1,7,4,7,2,3,-5.0
O=C(Nc1ccccc1)OCCNC(=O)c1cccc(Br)c1,-17,-5,-4,1,10,5,0.7
O=C(C1CC1)N1[C@@H]2CN(S(=O)(=O)c3ccc(F)cc3)c3ccccc3[C@@H]2[C@@H]1CO,4,11,-17[16.7 µM],2,.,-8,1.3
COc1cc(CNC(=O)c2cc(-c3cc(C)cc(F)c3)n[nH]2)cc(OC)c1,-20,-4,-5,1,-9,-3,-0.2
COc1cc2c(cc1OC)C(C(=O)NC(C)c1ccccc1)CC(=O)N2 (centres undefined),13,-3,-2,15,-2,28,-2.0
NS(=O)(=O)c1cccc(NC(=O)c2cccc3c(Br)cccc23)c1,.,3,5,0,0,-4,-1.1
COc1ccc(C(=O)N2CCC(=O)N(C(CO)Cc3ccccc3)CC2)cc1 (centres undefined),6,.,7,-10,8,-6,-2.7
C[C@H]1CN([C@@H](C)CO)C(=O)Cc2cc(NC(=O)c3ccncc3)ccc2O[C@@H]1CN(C)C(=O)NC1CCCCC1,15,-3,0[16.7 µM],-9,1,-17,-1.1
CC(C)(C)C1CCC(C(=O)Nc2ccc(N3CCOCC3)cc2N2CCOCC2)CC1 (centres undefined),-43,1,3,-2,0,2,0.7
C[C@@H]1CN([C@@H](C)CO)C(=O)Cc2cc(NC(=O)Cc3cn(C)c4ccccc34)ccc2O[C@@H]1CN(C)Cc1ccncc1,-18,?,-4[16.7 µM],-10,.,-7,0.5
CC[C@@H](NCCCn1cnc2c(SC)ncnc21)c1ccccc1,0,-3,3,-3,.,11,-0.7
Fc1cccc(Cl)c1Cn1ncc2ccccc21,4,-1,-4,-24,-1,-35,-0.2
COc1ccc2oc(C(=O)OCC(=O)NCCc3ccccc3)c(C)c2c1,1,-2,-3,-6,-1,3,-1.6
